Screening results deposited in PubChem by Johns Hopkins Ion Channel Center.
KCNQ2 inh: KCNQ2 potassium channel inhibitors, primary screen, cell-based, CHO-K1, FluxOR thallium flux, B-score (AID 2156); O88943; 20 min; hits give low values; B-score at 10 µM; actives 1.1% (n = 310,000);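 active = fluorescence ratio B-score at most minus 3 library SDs, with starting brightness B-score within 2 library SDs, cut at about -5.5 in these data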
Kir21 block: Kir2.1 (mouse) channel inhibition. B-score at 10 µM. actives 0.85% (n = 310,000). HEK293-Kir2.1, FluxOR thallium flux fluorescence; hits give low values. P35561;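 active = fluorescence ratio B-score at or below minus 3 SD of library scores, with starting-brightness B-score within 2 SD, cut at about -4.2 in these data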;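 also: channel flux triggered by added potassium and thallium sulfate stimulus; B-score of peak minus minimum fluorescence over baseline after thallium stimulus; more negative B-score means stronger Kir2.1 block with less thallium influx; some compounds called inactive have numbers as strong as hits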
Target sequence (P35561 whole entry, looked up): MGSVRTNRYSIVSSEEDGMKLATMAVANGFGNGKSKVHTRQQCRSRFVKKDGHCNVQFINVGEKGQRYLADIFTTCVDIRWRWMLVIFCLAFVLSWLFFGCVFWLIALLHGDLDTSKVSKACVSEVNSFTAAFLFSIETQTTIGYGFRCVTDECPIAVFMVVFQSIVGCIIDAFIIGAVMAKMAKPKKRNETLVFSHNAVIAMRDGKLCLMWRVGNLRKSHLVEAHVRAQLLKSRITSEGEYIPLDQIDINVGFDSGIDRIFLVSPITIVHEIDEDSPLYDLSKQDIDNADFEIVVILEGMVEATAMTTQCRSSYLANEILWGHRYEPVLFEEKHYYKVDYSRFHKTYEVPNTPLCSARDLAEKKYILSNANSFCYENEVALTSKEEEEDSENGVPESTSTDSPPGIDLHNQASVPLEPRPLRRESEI
Active calls of the source: *; i = inactive.

Molecule | KCNQ2 inh | Kir21 block
COc1c([N+](=O)[O-])c(=O)n(-c2ccccc2)c2ccccc12 | i | -0.89
Cn1c(CN2CCOCC2)nc2cc(NC(=O)COc3ccc([N+](=O)[O-])cc3)ccc21 | i | -1.1
COc1ccc(/C=C/C(=O)c2ccccc2)cc1COc1ccc(F)cc1 | -6.6* | 0.57
O=C(Nn1c(SCc2ccc(F)cc2)nc2ccsc2c1=O)c1ccccc1 | i | -0.99
COc1cccc(NC(=O)c2oc3ccccc3c2NC(=O)C2CC2)c1 | i | -0.26
O=C(O)CCCC(=O)Nc1cccc2cccnc12 | i | 0.44
CCn1c(SCC(=O)NC2=NCCS2)nnc1C(C)NC(=O)c1ccccc1Br (stereo unspecified) | i | 0.35
O=[N+]([O-])c1ccc(Cl)c(NC(=S)N2CCCC2)c1 | i | 2
CCCCNC(=O)c1cccnc1SCC(=O)Nc1ccccc1OC | i | -1.1
CCN(Cc1cc(=O)n2ccsc2n1)Cc1nc2ccccc2c(=O)[nH]1 | i | -0.07
C/C(CC(=O)Nc1ccc2c(c1)OCCO2)=N\NC(=O)Cc1ccc(Cl)cc1 | i | -1.1
COc1ccccc1C(=O)N1CCN(CCNC(=O)C(=O)Nc2ccc(Br)c(C)c2)CC1 | i | -0.54

Further entries.
Molecule | KCNQ2 inh | Kir21 block
COc1ccc2cc(C(=O)NCc3ccccc3)c(=O)oc2c1 | i | -0.37
CCN(CC)S(=O)(=O)c1ccc(OC)c(-n2cnnn2)c1 | i | 0.17
O=C(CCn1ccc([N+](=O)[O-])n1)Nc1nccs1 | i | 0.22
NS(=O)(=O)c1ccc(NC(=O)N[C@@H](Cc2ccccc2)C(=O)O)cc1 | i | -1.7
COc1cc(CN2CCN(Cc3ccc(SC)cc3)CC2)cc(OC)c1O | i | 0.19
Cc1cc(NC(=O)Nc2cccc(C(F)(F)F)c2)n(C)n1 | i | 2
CC(C)c1ccc(NC(=O)NC2CC3CCC(C2)N3Cc2cccs2)cc1 (stereo unspecified) | i | -0.18
COc1ccc2c(c1OC)C(=O)N(c1cccc(C)c1)C2 | i | -0.3
Cc1cc(=O)[nH]c(SCC(=O)NCC2CCCCC2)c1C#N | i | 1.9
Cc1ccc(C(=O)OCC(=O)NCc2cccs2)c(C)c1 | i | -0.51
O=C(NNC(=O)C1CC2CCC1C2)c1ccccc1 (stereo unspecified) | i | 2.9
O=C(Cn1ncc2c3ccccc3n(Cc3ccccc3)c2c1=O)NCc1ccco1 | i | 0.49

(cont.)
Molecule | KCNQ2 inh | Kir21 block
CCN(CCn1cccn1)C(=O)c1ccc2nc(Cc3ccc(OC)cc3)oc2c1 | i | 0.02
CCOC(=O)C1=C(CS(=O)(=O)c2ccccc2)NC(=O)NC1c1ccccc1OCC (stereo unspecified) | i | -0.55
Cc1cccc(-c2cc(C(=O)NCc3ccccn3)c3ccccc3n2)c1 | i | -1.5
N#C/C(=C\c1c[nH]c2ccccc12)C(=O)NC1CCCC1 | i | 0.03
N#CC1(NC(=O)CN2c3cccc4cccc(c34)S2(=O)=O)CCCCC1 | i | 1.5
Cc1ccc(CN2CCN(/N=C/C(Br)=C\c3ccccc3)CC2)cc1 | i | -0.37
O=S(=O)(C(=CNc1ccccc1)S(=O)(=O)c1ccccc1)c1ccccc1 | i | 0.09
Cc1cccc(-c2nc(CN3CCCC(C(=O)NC4CCCCCC4)C3)c(C)o2)c1 (stereo unspecified) | -9.7* | -0.27
COc1ccc(/C=C(/NC(=O)c2ccccc2)C(=O)N/N=C/c2ccncc2)c(OC)c1 | i | 1.6
Cc1cccc(OCC(=O)Nc2ccc(N3CCN(C(=O)c4ccco4)CC3)cc2)c1C | i | 1.6
Cc1ccc(S(=O)(=O)Nc2cc3c4c(c2)CC(=O)N4CCC3)cc1 | i | -0.54
Cc1ccc(C(=O)COC(=O)CNC(=O)Cc2ccccc2)cc1[N+](=O)[O-] | i | -0.07

Whole records, looked up by structure.
Entry for N#C/C(=C\c1c[nH]c2ccccc12)C(=O)NC1CCCC1 → KCNQ2 inh = i; Kir21 block = 0.03
Entry for Cc1cccc(-c2nc(CN3CCCC(C(=O)NC4CCCCCC4)C3)c(C)o2)c1 (stereo unspecified) → KCNQ2 inh = -9.7*; Kir21 block = -0.27
Entry for Cc1ccc(C(=O)COC(=O)CNC(=O)Cc2ccccc2)cc1[N+](=O)[O-] → KCNQ2 inh = i; Kir21 block = -0.07

More records:
Molecule | KCNQ2 inh | Kir21 block
OCCCN=C1CCCc2c1[nH]c1ccc(Cl)cc21 | i | 0.06
NS(=O)(=O)c1ccc(CCNC(=O)c2ccc3nc4ccc(Cl)cc4c(=O)n3c2)cc1 | i | 1.2
COc1ccccc1N1CC(C(=O)Nc2nnc(SCC(=O)NC(C)C)s2)CC1=O (stereo unspecified) | i | 0.12
c1c2c(cc3sc(N4CCCCC4)nc13)OCCO2 | i | 0.61
O=S(=O)(Cc1ccccc1)c1nc2ccccc2n1Cc1ccccn1 | i | -2.3
O=C(Nc1ccnc(-c2ccncc2)n1)c1cccs1 | i | 0
O=C1NC(=Nc2ccccc2)S/C1=C\c1cccs1 | i | 0.04
O=S(=O)(c1ccc(-c2ccon2)s1)N1CCN(CCN2CCOCC2)CC1 | i | -1.9
C=C(C)CN(CC)C(=O)CC1C(=O)NCCN1C (stereo unspecified) | i | 1
C#CCNc1c2c(nc3ncnn13)CC(C)CC2 (stereo unspecified) | i | 2.2
CCCCCCCN1CCC(=O)N([C@H](CO)Cc2ccccc2)CC1 | i | -0.91
CNC(=O)c1ccccc1NC(=O)c1ccco1 | i | -0.31

Next part.
Molecule | KCNQ2 inh | Kir21 block
CCN(C(=O)COC(=O)c1ccc(OC)c(S(=O)(=O)N2CCCc3ccccc32)c1)C1CCS(=O)(=O)C1 (stereo unspecified) | i | 0
CCCC[C@H]1COCCS(=O)(=O)N1Cc1cccc([N+](=O)[O-])c1 | i | -1.4
O=C(CN(Cc1ccccc1)C(=O)c1ccc2c(c1)OCCO2)NCc1ccc2c(c1)OCO2 | i | 0.28
Cc1nc(SCC2(C)CC2(Cl)Cl)n[nH]1 (stereo unspecified) | i | -0.02
COc1cc(NC(=O)c2cccnc2)c(OC)cc1NC(=O)c1ccc(Br)cc1 | i | 0.02
CC(C)C(C(=O)Nc1ccc(S(=O)(=O)N2CCOCC2)cc1)N1C(=O)c2ccccc2C1=O (stereo unspecified) | i | 1.3
O=C(Nc1ccc(Cc2ccncc2)cc1)c1cccc([N+](=O)[O-])c1 | i | -0.81
O=S(=O)(c1ccc2nc(Cc3cccc(C(F)(F)F)c3)[nH]c2c1)N1CCOCC1 | i | 0.03
O=c1c2c(nc3c(-c4ccccc4)c[nH]n13)CCCC2 | i | 0.36
CCN1CCN(c2ccc(NC(=O)c3ccco3)cc2Cl)CC1 | i | 0.45
Cc1ccccc1N(CC(=O)NCCc1ccccc1)C(=O)c1ccc(N2CCCC2)nc1 | i | -0.77
COc1ccc(Cn2cc(C(=O)c3ccccc3)c(=O)c3cc(OC)ccc32)cc1 | i | 1.5

Next part.
Molecule | KCNQ2 inh | Kir21 block
COC(=O)c1ccc(NC(=O)C(=O)N2CCCC2)cc1 | i | -0.5
Cc1ccc(-c2cn(S(=O)(=O)c3cccc([N+](=O)[O-])c3)nc2N)cc1 | i | -0.84
C/C(=N\NC(=O)c1nnn(-c2nonc2N)c1CN(C)c1ccccc1)c1cccs1 | i | 1.2
Cc1nc(SCc2ccc(O)c([N+](=O)[O-])c2)n[nH]1 | i | -1.4
COc1ccccc1-n1cnnc1SCC(=O)Nc1cc(C(C)(C)C)nn1-c1ccccc1 | i | 0.09
CCOC(=O)c1ccc(NC(=O)c2cc(C)nn2-c2ccccc2)cc1 | i | -0.69
CCN(CC)S(=O)(=O)c1ccc(NCc2ccccn2)nc1 | i | 0.29
COc1ccc(NC(=O)NCC(C)CSc2ccc(C)cc2)c(OC)c1 (stereo unspecified) | i | -0.23
O=C(CN(CC1CCCO1)C(=O)CNS(=O)(=O)c1ccc(Cl)cc1)NC1CCCCC1 (stereo unspecified) | i | 1.1
Cn1cccc1/C=N/n1c(-c2ccccc2)n[nH]c1=S | i | -1.8
CN1CCc2c(sc(NC(=O)C3CCN(S(=O)(=O)c4cccs4)CC3)c2C(N)=O)C1 | i | -0.14
O=C(O)c1ccc(Cl)c(S(=O)(=O)N(Cc2ccccc2)c2ccc(Cl)cc2)c1 | i | 2.4

Other structures:
Every second line gives: KCNQ2 inh	Kir21 block
COCC(C)N1CCC(Oc2ccc(C(=O)NCc3ccccn3)cc2)CC1 (stereo unspecified)
  i	0.1
Cc1cc(C)nc(SCC(=O)NCc2ccco2)n1
  i	0.26
O=C(CSc1cn(CCNC(=O)c2ccccc2)c2ccccc12)NCc1ccco1
  i	0.59
O=C(COC(=O)c1ccc(O)cc1)NCCCc1ccccc1
  i	0.2
O=C(CSc1nc(=O)n2ccccc2n1)Nc1ccc2c(c1)OCO2
  i	0.21
CCN(c1ccccc1)S(=O)(=O)c1ccc(C(=O)Nc2ncccc2C)cc1
  i	1.1
CC(C)Oc1ccc(C(=O)NCCNC(=O)c2ccco2)cc1
  i	-0.9
Cc1ccc(NC(=O)c2cnccn2)c(C)c1
  i	-0.64
Cc1cc(C)c2c(N)c(C(=O)NN3CC(=O)N(c4cccc(Cl)c4)CC3=O)sc2n1
  i	-1.1
CCOc1cc(/C=N\NC(=O)c2ccc(NC(=O)C(C)(C)C)cc2)ccc1OC(=O)c1cccc(C)c1
  i	-0.45
O=C(COC(=O)c1cccc(S(=O)(=O)N2CCOCC2)c1)Nc1ccc2c(c1)OCO2
  i	-0.81
Cc1ccc(C2CC(c3ccccc3Cl)n3nc(N)nc3N2)cc1 (stereo unspecified)
  i	-0.14
COc1ccc(N2C(=O)C(F)(F)C2c2cccc(F)c2)cc1 (stereo unspecified)
  i	0.17
COc1ccc(N(C(=O)CNC(=O)c2cccs2)C(C(=O)NCC2CCCO2)c2ccccc2)cc1 (stereo unspecified)
  i	0.94
Cc1ccc(S(=O)(=O)Nc2ccc3c(c2)OCCO3)c(C)c1NS(C)(=O)=O
  i	1.5
Cc1ccc(C(C)C)c(OCc2ccc(C(=O)N/N=C/c3cccc(O)c3O)cc2)c1
  i	-0.93
NC(=O)COC(=O)c1cc(-c2cccs2)nn1-c1ccccc1
  i	-0.12
CCS(=O)(=O)N1Cc2ccccc2CC1C(=O)OCC(=O)Nc1ccc(C)cc1 (stereo unspecified)
  i	0
O=C(/C=C/c1ccccc1)NCCS(=O)(=O)N1CCN(c2ccc(F)cc2)CC1
  i	0.02
c1ccc(C2=Nn3c(nnc3-c3ccco3)SC2)cc1
  i	1.5
O=C(Nc1ccc2nc3n(c(=O)c2c1)CCCC3)c1cccc([N+](=O)[O-])c1
  i	0.01
COc1cccc(/C(O)=C/c2nc3ccc(C(=O)NCCc4cccc(C)c4)cc3[nH]c2=O)c1
  i	-2.5
COc1ccc(C(=O)N/N=C(\C)CC(=O)Nc2ccc(Cl)cn2)cc1
  i	-0.67
CCOC(=O)c1c(C)[nH]c(C(=O)N2CCC(C(=O)OCC)CC2)c1C
  i	1.5
O=C(O)CNc1ncccc1[N+](=O)[O-]
  i	-0.41
COc1ccc(N2C(=O)CC(Nc3ccc(N4CCOCC4)cc3)C2=O)c(OC)c1 (stereo unspecified)
  i	1.4
CC(=O)c1cccc(NC(=O)CN(C)S(=O)(=O)c2ccc3c(c2)CCC(=O)N3)c1
  i	-1
COc1ccc(C(=O)CCc2nc3ccccc3s2)cc1
  i	0.06
COc1ccc(-c2n[nH]c(=S)n2C2CCCCC2)cc1
  i	3
Cc1[nH]nc(S(=O)CC(=O)O)c1[N+](=O)[O-] (stereo unspecified)
  i	1.6

Additional results.
Every second line gives: KCNQ2 inh	Kir21 block
Cc1ccc(C(=O)NCC(C)NC(=O)c2ccc(C)c(C)c2)cc1C (stereo unspecified)
  i	1.7
O=C1C(C=Nc2ccccc2)=C(O)c2ccccc21
  i	-0.3
Cc1cc(C)n(-c2nc3ccccc3nc2NCCc2ccccc2)n1
  -7.5*	0.16
CC1(c2ccccc2Cl)NC(=O)N(CC(=O)Nc2ccccc2OC(F)F)C1=O (stereo unspecified)
  i	0.42
O=C(NCC(c1cccnc1)N1CCN(c2ccc(F)cc2)CC1)c1cccc(Cl)c1 (stereo unspecified)
  i	-0.88
COc1cc(/C=N/NC(=O)c2cccnc2)ccc1OC(=O)c1ccc2c(c1)OCO2
  i	0.12
COc1ccc(OCCC(=O)OCC(=O)Nc2cccc(S(=O)(=O)N3CCOCC3)c2)cc1
  i	1.1
COc1ccc(N2CCN(C3CCCCC3NS(=O)(=O)c3ccc(Cl)cc3)CC2)cc1 (stereo unspecified)
  i	1.1
CCN1CCCC1CNC(=O)c1cc2ccc(OC)cc2[nH]1 (stereo unspecified)
  i	1.4
CCOC(=O)C1CCN(c2c(Nc3ccc(C)c(C)c3)c(=O)c2=O)CC1
  i	-1.5
NS(=O)(=O)c1ccc(NC(=S)NCc2cccc(Cl)c2)cc1
  i	-0.8
Cc1ccc(CCNC(=O)C2CC(c3ccccc3C(F)(F)F)=NO2)cc1 (stereo unspecified)
  i	-3.1
Cc1c(O)nc(SC2CC(=O)N(c3ccccc3)C2=O)[nH]c1=O (stereo unspecified)
  i	-1.2
O=S(=O)(NCc1ccc(Cl)cc1)c1cccc2cccnc12
  i	-4.5*
COc1ccc(CNC(=O)c2c(-c3cc(Cl)c(OC)c(Cl)c3)noc2C)cc1
  i	-2.8

Part of the list above, set out differently.
KCNQ2 inh | Kir21 block | SMILES
i | 1.7 | Cc1ccc(C(=O)NCC(C)NC(=O)c2ccc(C)c(C)c2)cc1C (stereo unspecified)
i | 0.42 | CC1(c2ccccc2Cl)NC(=O)N(CC(=O)Nc2ccccc2OC(F)F)C1=O (stereo unspecified)
i | 1.4 | CCN1CCCC1CNC(=O)c1cc2ccc(OC)cc2[nH]1 (stereo unspecified)
